D2 ag: HTS Assay for Allosteric Agonists of the Human D2 Dopamine Receptor: Primary Screen for Agonists; activation, % at 2 µM; AID 485358, 2010; HEK293 T-REx D2 cells, calcium flux agonist mode; D(2) dopamine receptor (Homo sapiens), P14416; actives 0.53% (n = 340,000);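 active = activation over 3 SD above normal in the single-dose calcium agonist read, cut at about 30% in these data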; note: 0% is about no effect
Target sequence (P14416 whole entry, looked up): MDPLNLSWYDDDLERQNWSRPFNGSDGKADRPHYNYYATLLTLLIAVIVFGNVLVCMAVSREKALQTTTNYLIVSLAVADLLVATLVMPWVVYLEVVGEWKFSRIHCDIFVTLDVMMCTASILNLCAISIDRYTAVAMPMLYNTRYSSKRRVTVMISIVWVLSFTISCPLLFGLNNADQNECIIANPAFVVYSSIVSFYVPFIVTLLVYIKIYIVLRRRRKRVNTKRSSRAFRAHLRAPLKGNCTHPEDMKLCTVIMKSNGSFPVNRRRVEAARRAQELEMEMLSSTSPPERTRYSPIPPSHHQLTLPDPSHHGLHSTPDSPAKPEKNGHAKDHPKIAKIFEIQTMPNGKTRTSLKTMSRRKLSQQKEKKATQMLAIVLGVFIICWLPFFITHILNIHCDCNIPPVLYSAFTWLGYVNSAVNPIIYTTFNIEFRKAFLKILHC
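Agonism scored from kinetic calcium signal (1 read/sec, 180 s) following compound pin transfer, after a 10 s baseline. Cells: HEK293 Trex line expressing inducible D2 receptor coupled to calcium, dye-loaded after overnight culture at 30 C.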
D2 antag: HTS Assay for Allosteric Antagonists of the Human D2 Dopamine Receptor: Primary Screen for Antagonists | inhibition, % at 10 µM | HEK293 TREx D2 cells, calcium flux, dopamine EC80 | D(2) dopamine receptor (Homo sapiens), P14416 | actives 2% (n = 340,000); in the data active = inhibition above about 30%; note: 0% is about no effect
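Calcium mobilization kinetics were recorded at 1 s intervals in tetracycline-induced HEK293 T-REx D2 cells, first for 180 s after compound addition and then 180 s after EC80 dopamine.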
TRHR enhancer: qHTS for Small Molecule Agonists and Allosteric Enhancers of Human TRH Receptor: Primary Screen for Enhancers; enhancement, % at 2 µM; actives 0.66% (n = 360,000); AID 493056, 2011; Thyrotropin-releasing hormone receptor (Homo sapiens), P34981; TRHR cells, fluo-8 calcium fluorescence, EC20 TRH enhancement; in the data active = enhancement above about 30%; note: 0% is about no effect
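Enhancer read-out: after compound pinning and an initial kinetic agonist-mode read, an EC20 of TRH (10 nM final) was injected and fluo-8 calcium signal (Ex 480/Em 530) followed at 1 s/cycle for 100 cycles in TRHR-expressing cells.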
D1 antagonist: Antagonist of Human D 1 Dopamine Receptor: qHTS; D(1A) dopamine receptor (Homo sapiens), P21728; HEK293 TREx D1 cells, calcium flux, dopamine EC80; stronger effect = lower value; actives 3.2% (n = 360,000); activity change, negative = inhibition, % at 10 µM; in the data active = activity change below about -30%; note: % is set by controls: 0 for no effect and ±100 for the full control effect
Target sequence (P21728 whole entry, looked up): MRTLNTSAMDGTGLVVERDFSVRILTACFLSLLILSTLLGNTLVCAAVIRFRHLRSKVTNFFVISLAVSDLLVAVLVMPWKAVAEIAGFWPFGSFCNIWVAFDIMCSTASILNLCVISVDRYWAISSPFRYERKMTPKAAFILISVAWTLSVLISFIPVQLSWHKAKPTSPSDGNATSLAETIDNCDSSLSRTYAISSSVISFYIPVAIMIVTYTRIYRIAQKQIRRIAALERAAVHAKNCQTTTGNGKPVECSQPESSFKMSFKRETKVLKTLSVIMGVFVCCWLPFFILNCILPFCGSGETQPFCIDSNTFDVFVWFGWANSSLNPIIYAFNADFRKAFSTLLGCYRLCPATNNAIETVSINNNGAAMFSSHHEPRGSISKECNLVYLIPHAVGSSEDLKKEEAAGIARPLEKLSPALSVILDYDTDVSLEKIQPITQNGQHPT
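Cells carrying a force-coupled, tetracycline-inducible human D1 receptor report calcium flux. Each well gets a 10 s baseline, compound with 180 s monitoring, then an EC80 dopamine stimulus with a second 180 s kinetic read.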
RXFP1 antag: qHTS Assay for Antagonists of the Relaxin Receptor RXFP1; Relaxin receptor 1 (Homo sapiens), Q9HBX9; HEK293-RXFP1, relaxin-stimulated cAMP HTRF, 30 min; stronger effect = lower value; activity change, negative = inhibition, % at 57.5 µM; actives 0.59% (n = 350,000);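 active = activity change of -60% or lower, but not beyond a set lower limit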; note: % is set by controls: 0 for no effect and ±100 for the full control effect
D2 potentiator: HTS Assay for Positive Allosteric Modulators of the Human D2 Dopamine Receptor: Primary Screen for Potentiators; HEK293 T-REx D2, calcium flux, EC20 dopamine potentiation; D(2) dopamine receptor (Homo sapiens), P14416; AID 485347, 2010; potentiation, % at 10 µM; actives 0.34% (n = 340,000);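 active = potentiation over 3 SD above the plate norm, cut at about 30% in these data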; note: 0% is about no effect
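Tetracycline-induced HEK293 T-REx cells force-coupled to calcium signalling expressed D2; compounds were pin-added after a 10 s baseline, read kinetically 180 s, then an EC20 dopamine challenge followed with a further 180 s calcium read.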
RXFP1 ag: qHTS Assay for Agonists of the Relaxin Receptor RXFP1. Relaxin receptor 1 (Homo sapiens), Q9HBX9. AID 2676, 2010. actives 0.3% (n = 370,000). HEK293T-RXFP1 cAMP TR-FRET, 30 min; response scale: percent of porcine relaxin response, buffer zero. Potency, µM (highest dose often 57.5 µM), for the others: top-dose activation, most hits filed as activators; active = well fitted activation curve with a large enough effect; note: potency is the fitted concentration of half-maximal effect; % is set by controls: 0 for no effect and ±100 for the full control effect; nearly all actives have a fitted effect of over 60% in size; many of its hits are not listed in these tables
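HEK293T cells stably expressing RXFP1 were pretreated with the PDE4 inhibitor Ro 20174, exposed to compounds for 30 min at 37C, lysed, and cAMP was read by TR-FRET. Data normalized to buffer (basal) and 29 nM porcine relaxin (100%).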
D1 PAM: Potentiators of Human D1 Dopamine Receptor: qHTS; D(1A) dopamine receptor (Homo sapiens), P21728; HEK293 TREx D1 cells, calcium flux, dopamine EC20 potentiation; potentiation, % at 10 µM; actives 0.036% (n = 360,000); AID 504651, 2011; in the data active = potentiation above about 30%; note: 0% is about no effect
D1 ag: Allosteric Agonists of the Human D1 Dopamine Receptor: qHTS; HEK293 T-REx D1 cells, calcium flux, agonist mode; activation, % at 2 µM; actives 1% (n = 360,000); AID 504660, 2011; in the data active = activation above about 30%; note: 0% is about no effect
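Tetracycline-induced HEK293 TREx D1 cells, force-coupled to calcium signalling, were dye-loaded with a no-wash calcium kit. Compound was pin-added after a 10 s baseline. Fluorescence was read kinetically at 1 cycle/s for 180 s, with calcium rises flagged as agonism.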
* = called active by the depositor; / = no result given; & = joins results of further samples. Only part of the results is shown; rates above refer to the full screens.

SMILES | D2 ag | D2 antag | TRHR enhancer | D1 antagonist | RXFP1 antag | D2 potentiator | RXFP1 ag | D1 PAM | D1 ag
CC(=O)N1CCc2c(sc3c2c(=O)n(-c2ccc(F)cc2)c(=O)n3Cc2cc(C)ccc2C)C1 | 0.1 | / | 2 | 15 | / | 9 | 0.8% | 2 | 1
CCc1ccc(N2CC(C)Cn3c2nc2c3c(=O)[nH]c(=O)n2C)cc1 (stereo not given) | / | / | 3 | 8 | -1 | / | 0.0% | -4 | 3
CC(C)CC(=O)Nc1ccc(Oc2ccc(NC(=O)CC(C)C)cc2)cc1 | 0.4 | 16 | 0 | 7 | -1 | -5 | 1.1% | -3 | 1
CN(CCC#N)C(=S)Nc1ccc(F)cc1 | -1.5 | -12 | -2 | -31* | -6 | 0 | 2.1% | -2 | 2
CCc1cc(C(=O)OC)c(NC(=O)c2cc(Br)cs2)s1 | 0.0 | 22 | 2 | -5 | -1 | 21 | 2.3% | 1 | 2
Cc1ccc(NC(=O)CSC2=NN3CCCC(=O)N=C3S2)c(C)c1 | -0.8 | -18 | -3 | -16 | / | 5 | -2.8% | -3 | 3
Cc1cc(C)cc(N(CC(=O)N/N=C/c2ccncc2)S(=O)(=O)c2ccccc2)c1 | -1.0 | 13 | 1 | -3 | 0 | 7 | -1.3% | 7 | 3
C=CCn1cc(C(=O)N2CCc3ccccc3C2)c(=O)c2cc(S(=O)(=O)N(CC)CC)ccc21 | 1.2 | -1 | -14 | 10 | -7 | 1 | 8.8% | 2 | 4
CCCn1nc(C(=O)NNC(=O)CCOc2ccccc2OCC)c2ccccc2c1=O | 0.1 | 18 | -6 | -3 | 33 | -17 | 1.9% | -4 | 1
CN1CCC(NC(=O)Nc2cccc(C(F)(F)F)c2)CC1 | 0.0 | 22 | -5 | -8 | 4 | -21 | -2.4% | -5 | 9
Cc1ccc(S(=O)(=O)Cc2cc(-c3ccc(Cl)cc3)no2)cc1 | 2.1 | -17 | 5 | / | -1 | 5 | 2.5% | -3 | 1
CC(Oc1ccccc1)C(=O)Nc1oc(-c2ccco2)c(-c2ccco2)c1C#N (stereo not given) | -0.1 | -9 | 3 | -6 | -21 | -15 | -0.5% | -6 | 10
CCc1c(C)nc(N)n2c(SCC(=O)N3CCN(c4ccccc4F)CC3)nnc12 | 0.4 | -9 | -4 | 3 | / | 21 | -0.3% | -1 | 1
C=C(C)C1CCC(C)=C1CC(C)(C)/C=N\n1cnnc1 (stereo not given) | / | / | 3 | -1 | -9 | / | -0.9% | 2 | 0
c1ccc(-c2nc3ccccc3[nH]2)nc1 | 1.7 | -5 | -6 | 1 | 20 | -24 | 0.3% | -5 | 5
CC(=O)Nc1ccc(N(C(=O)c2ccco2)C(C(=O)NC2CCCC2)c2ccncc2)cc1 (stereo not given) | 0.4 | 4 | 5 | 1 | 7 | 0 | 0.8% | 0 | 3
N#Cc1cn(CC(=O)N2CCCc3ccccc32)c2ccccc12 | -0.1 | 4 | -8 | -3 | -9 | -3 | 3.3% | -6 | 0
Cc1ccc(-n2nnnc2SCC(=O)Nc2ccccc2-c2ccccc2)cc1C | -1.9 | 13 | 1 | 9 | 0 | 4 | -0.5% | -10 | 12
CC(C)CNC(=S)N(CCCO)Cc1cc2cc3c(cc2[nH]c1=O)OCO3 | -2.7 | -5 | 0 | 1 | -2 | 0 | 3.3% | 1 | 3
CCCCn1cc(C(C)(C)C)c(C#N)c1NC(C)=O | 0.6 | -22 | 12 | -1 | / | 29 | 0.2% | / | 2
Cc1cc(C(=O)NC(C)c2ccccc2)c2cc(F)ccc2n1 (stereo not given) | 0.2 | -4 | 2 | -29 | -3 | 22 | 2.6% | -1 | 3
CCOc1ccc(NC(=O)c2c(NCc3cccnc3)sc3c2CCCC3)cc1 | -0.1 | / | -4 | -12 | -24 | 1 | 2.5% | -4 | 2
Cc1c(C(=O)N2CCC(C(N)=O)CC2)sc(N)c1C#N | -0.2 | -18 | 0 | -2 | 5 | -7 | 1.8% | 4 | 4
Cc1ccc(NC(=O)C2(NC(=O)c3ccccn3)CCCCC2)cc1Br | -1.6 | -31 | 3 | -26 | -1 | -17 | 0.2% | -2 | -2
Cc1ccc(/C=C/C(=O)Nc2nnc(C)s2)o1 | -1.9 | 11 | 3 | 0 | -22 | 7 | 3.8% | -16 | -1
COc1ccccc1CNC(=O)CCC1N=C2c3ccccc3N=C(SCC(N)=O)N2C1=O (stereo not given) | 0.5 | / | 7 | -37* | -12 | 1 | 13% | -3 | -1
Cc1cc(C)c2nc(NC(=O)C3CC(=O)N(Cc4ccco4)C3)sc2c1 (stereo not given) | 0.1 | 6 | 1 | -13 | -22 | -2 | 3.8% | -10 | 5
COc1cccc(CN2C(=O)c3ccccc3S2(=O)=O)c1 | -0.3 | 6 | -3 | -25 | 0 | / | 0.2% | -4 | 4
O=C(NC1CCCCC1)c1cc([N+](=O)[O-])ccc1N1CCCC1 | -0.7 | -2 | -1 | -23 | 10 | -3 | 10% | -9 | 1
O=C(/C=C/c1ccc(Cl)cc1Cl)Nc1ccncc1 | -0.7 | -3 | -3 | -8 | -8 | -9 | 0.4% | -10 | 5

Shown with each value named: entries from further up.
CCCCn1cc(C(C)(C)C)c(C#N)c1NC(C)=O
  D2 ag: 0.6	D2 antag: -22	TRHR enhancer: 12	D1 antagonist: -1	RXFP1 antag: /	D2 potentiator: 29	RXFP1 ag: 0.2%	D1 PAM: /	D1 ag: 2

CC(C)CNC(=S)N(CCCO)Cc1cc2cc3c(cc2[nH]c1=O)OCO3
  D2 ag: -2.7	D2 antag: -5	TRHR enhancer: 0	D1 antagonist: 1	RXFP1 antag: -2	D2 potentiator: 0	RXFP1 ag: 3.3%	D1 PAM: 1	D1 ag: 3

Cc1ccc(-n2nnnc2SCC(=O)Nc2ccccc2-c2ccccc2)cc1C
  D2 ag: -1.9	D2 antag: 13	TRHR enhancer: 1	D1 antagonist: 9	RXFP1 antag: 0	D2 potentiator: 4	RXFP1 ag: -0.5%	D1 PAM: -10	D1 ag: 12

Cc1c(C(=O)N2CCC(C(N)=O)CC2)sc(N)c1C#N
  D2 ag: -0.2	D2 antag: -18	TRHR enhancer: 0	D1 antagonist: -2	RXFP1 antag: 5	D2 potentiator: -7	RXFP1 ag: 1.8%	D1 PAM: 4	D1 ag: 4

Reformatted: entries from further up.
Every second line gives: D2 ag	D2 antag	TRHR enhancer	D1 antagonist	RXFP1 antag	D2 potentiator	RXFP1 ag	D1 PAM	D1 ag
> CCOc1ccc(NC(=O)c2c(NCc3cccnc3)sc3c2CCCC3)cc1
  -0.1	/	-4	-12	-24	1	2.5%	-4	2
> Cc1c(C(=O)N2CCC(C(N)=O)CC2)sc(N)c1C#N
  -0.2	-18	0	-2	5	-7	1.8%	4	4
> Cc1ccc(NC(=O)C2(NC(=O)c3ccccn3)CCCCC2)cc1Br
  -1.6	-31	3	-26	-1	-17	0.2%	-2	-2
> Cc1ccc(/C=C/C(=O)Nc2nnc(C)s2)o1
  -1.9	11	3	0	-22	7	3.8%	-16	-1

Further entries.
SMILES | D2 ag | D2 antag | TRHR enhancer | D1 antagonist | RXFP1 antag | D2 potentiator | RXFP1 ag | D1 PAM | D1 ag
Cc1ccc2nc(N(CCN3CCOCC3)C(=O)CCS(=O)(=O)c3ccccc3)sc2c1 | 0.1 | 3 | 5 | 12 | -5 | 15 | -0.6% | -8 | 0
CCC(=O)NCc1cc(-c2nn(C)c(=O)c3ccccc23)ccc1OC | 0.4&-0.2 | 2 | -1&6 | -1&1 | 12&-12 | 7&2 | 7.7%&5.1% | 6&3 | 3&0
CCN1CCN(c2ccc(NC(=O)c3ccc(OC)c(S(=O)(=O)N4CCCC4)c3)cc2)CC1 | 0.1 | -39 | 10 | 11 | -10 | 2 | 1.0% | / | 6
CCC(=O)N1CCN(c2ccc(NC(=O)c3ccc(N4CCOCC4)c([N+](=O)[O-])c3)cc2)CC1 | -0.1 | -13 | 2 | -5 | 7 | 8 | 0.8% | 6 | 3
CC1Cc2nc(SCC(=O)N3CCOCC3)n(C)c(=O)c2S1 (stereo not given) | -0.1 | -2 | -1 | 2 | -4 | 1 | 4.0% | -2 | 3
Oc1ccccc1C(=S)N1CCCC1 | 0.3 | -2 | 18 | 12 | 3 | 6 | 1.9% | -11 | 1
CC(C)(C)C(=O)Cn1ncc(Br)c(Br)c1=O | -0.3 | 0 | -10 | -13 | 7 | 10 | 22% | 3 | 1
CC(NS(=O)(=O)c1ccc(CCC(=O)NCc2cccnc2)cc1)c1ccccc1 (stereo not given) | -1.7 | -2 | 7 | 19 | 4 | -8 | -1.8% | -13 | 0
CC1(C)CC(=O)C(CO)=C(c2cccc3ccccc23)C1=O | -0.2 | 1 | 4 | / | / | -7 | 1.8% | -3 | 2
Cc1ccc(NC(=S)NCc2ccc(S(N)(=O)=O)cc2)cc1Cl | 1.4 | -4 | 5 | 13 | 5 | 2 | -0.5% | 13 | 8
O=C(COC(=O)c1ccco1)Nc1ccccc1 | 0.4 | -14 | 0 | 15 | 0 | 0 | 1.1% | 2 | 2
CC1CCN(S(=O)(=O)c2ccc(NC(=O)CCN3C(=O)C4CC=CCC4C3=O)cc2)CC1 (stereo not given) | 1.4 | -35 | 6 | -9 | 6 | 5 | -0.8% | -7 | 1
Cc1nc(S/C(=C/c2ccc(-c3cc(Cl)ccc3C)o2)C(=O)O)n[nH]1 | -1.6 | -5 | -6 | -1 | -10 | 12 | 0.2% | 6 | 15
c1cc2c(cc1CN1CCOCC1)OCO2 | / | / | 12 | -16 | 15 | / | -0.1% | 1 | 1
Cc1ccc(S(=O)(=O)CCC(=O)Nc2nccs2)cc1 | -0.5 | 3 | -4 | / | -11 | -12 | -0.1% | 3 | 0
O=S(=O)(c1cnc[nH]1)N1CCN(C(c2ccc(F)cc2)c2ccc(F)cc2)CC1 | -0.3 | -7 | -3 | 4 | 0 | -2 | 2.2% | 6 | 5
CC(C)CCn1c(COc2ccccc2)n[nH]c1=S | -1.0 | -7 | -3 | -22 | 13 | 0 | 2.7% | -3 | -2

High-throughput results as filed in PubChem.
